# BoNT-A LC inh2 = blocks Botulinum neurotoxin A light chain protease. inhibition, % at 10 µM. 360,000 compounds, 0.17% hits. multiplex microsphere protease substrate cleavage, flow cytometry; in the data active means inhibition above about 30%; inconclusive means no clear call, values can overlap the other calls; further: plate controls were buffer without enzyme for full effect and enzyme alone for no effect
# PrPC TRFRET = cell surface PrPC inhibition, primary TR-FRET screen; inhibition, % at 13.8 µM; 370,000 compounds, 0.43% hits; TR-FRET read-out; in the data active means inhibition above about 24%; further: 0% = median of the test wells and 100% = reference compound wells
# BoNT-F LC inh = BoNT F light chain protease inhibition; 360,000 compounds, 0.22% hits; Multiplex microsphere protease cleavage assay, flow cytometry; AID 588497; inhibition, % at 10 µM; in the data active means inhibition above about 35%, passing the limit was not always enough; inconclusive means no clear call, values can overlap the other calls; further: plate controls were buffer without enzyme for full effect and enzyme alone for no effect
# GDH-TPI inh = GDH-TPI coupled enzyme inhibition counter-screen | GDH-TPI coupled enzyme counterscreen, NADH absorbance | inhibition, % at 4.8 µM | 360,000 compounds, 1.2% hits | AID 588335;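 further: 0% = DMSO wells and 100% = wells lacking the enzyme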
# BioA inh = inhibitors of Mycobacterium tuberculosis BioA enzyme; inhibition, % at 9.99 µM; 360,000 compounds, 0.096% hits; purified M. tuberculosis BioA enzyme, plate reader; in the data active means inhibition above about 40%; inconclusive means no clear call, values can overlap the other calls
# Mtb FBA inh = inhibits M. tuberculosis FBA enzyme | P9WQA3 | purified M. tuberculosis FBA, fluorescence read-out | inhibition, % at 1 µM | 360,000 compounds, 2.3% hits | AID 588726; in the data active means inhibition above about 27%;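 further: 0% = vehicle and 100% = reference inhibitor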
# Target sequence (P9WQA3 whole entry, looked up): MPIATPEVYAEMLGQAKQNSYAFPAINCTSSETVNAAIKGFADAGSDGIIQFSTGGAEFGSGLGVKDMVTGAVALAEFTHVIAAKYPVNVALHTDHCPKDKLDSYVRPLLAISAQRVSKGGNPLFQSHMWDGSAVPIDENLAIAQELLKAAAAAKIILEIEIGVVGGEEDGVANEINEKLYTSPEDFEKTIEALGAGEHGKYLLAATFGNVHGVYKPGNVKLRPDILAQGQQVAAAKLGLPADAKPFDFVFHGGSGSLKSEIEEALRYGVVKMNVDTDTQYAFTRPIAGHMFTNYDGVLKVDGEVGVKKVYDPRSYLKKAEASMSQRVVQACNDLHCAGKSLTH
# FadD28 FP inh = M. tuberculosis FadD28 bisubstrate binding inhibition | FadD28 bisubstrate probe binding, fluorescence polarization | inhibition, % at 12.5 µM | 360,000 compounds, 0.22% hits; in the data active means inhibition above about 8.5%, passing the limit was not always enough; inconclusive means no clear call, values can overlap the other calls
# CCHFV vOTU inh = CCHFV vOTU protease inhibition; Pep-AMC fluorescence; inhibition, % at 11.5 µM; 370,000 compounds, 0.55% hits; AID 651958; further: 0% = vehicle wells with enzyme and 100% = no enzyme wells
# Mtb UGM inh = blocks M. tuberculosis UGM enzyme; purified UGM, fluorescence polarization probe displacement; AID 504406; 320,000 compounds, 0.06% hits; P9WIQ1; inhibition, % at 10 µM; in the data active means inhibition above about 10%, passing the limit was not always enough; inconclusive means no clear call, values can overlap the other calls
# Target sequence (P9WIQ1 whole entry, looked up): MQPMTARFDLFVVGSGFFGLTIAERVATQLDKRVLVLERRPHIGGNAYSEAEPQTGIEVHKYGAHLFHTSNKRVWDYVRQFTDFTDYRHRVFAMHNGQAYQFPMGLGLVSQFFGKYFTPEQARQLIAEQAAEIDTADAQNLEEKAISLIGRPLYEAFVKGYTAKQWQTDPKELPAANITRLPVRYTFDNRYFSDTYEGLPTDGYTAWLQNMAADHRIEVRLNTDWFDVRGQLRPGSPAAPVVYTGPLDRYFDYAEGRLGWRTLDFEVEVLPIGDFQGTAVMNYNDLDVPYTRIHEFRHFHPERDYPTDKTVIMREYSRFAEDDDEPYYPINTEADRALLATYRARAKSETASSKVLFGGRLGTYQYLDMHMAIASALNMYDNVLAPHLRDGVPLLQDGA
# An asterisk follows results filed as active; ? = inconclusive; . = no result given. Unless noted, no stated cut-off is given here; in the data, active means inhibition above about 30%; inactive means the rest.
SMILES,BoNT-A LC inh2,PrPC TRFRET,BoNT-F LC inh,GDH-TPI inh,BioA inh,Mtb FBA inh,FadD28 FP inh,CCHFV vOTU inh,Mtb UGM inh
Cc1nnc(CN(C)C(=O)c2cc(COc3ccc(C)c(C)c3)on2)o1,1.3,-5,-4,12,-2.9,6,1.0,8,-0.1
O=c1c2cc(O)c(O)cc2oc2cc(O)c(C3OC(CO)C(O)C(O)C3O)c(O)c12 (configuration not stated),-0.3,3,2,5,-1.1,-4,-1.2,16,5.4
CC(C)CC(=O)Nc1ccc(Oc2ccc3c(c2)C(=O)NC3=O)cc1,.,-9,.,-3,-1.7,2,-0.2,1,0.8
CCc1ccc(NC(=O)CCCn2nc(CC)n3c(cc4occc43)c2=O)cc1,-5.3,8,-5,0,5.3,2,-1.4,-4,0.7
O=C(O)C1CCN(S(=O)(=O)c2ccc3[nH]ccc3c2)CC1,-0.3,1,-4,-3,1.0,2,1.8,5,.
CN(CC(=O)Nc1ccccc1Sc1ccccc1)C1CCCCC1,0.3,2,-1,4,.,4,-2.8,0,1.8
COC(=O)CN(c1nc(C)cc(OC)n1)S(=O)(=O)c1ccc(C)cc1,-0.1,7,-1,1,0.4,23,-2.7,0,-0.9
Oc1cccc(-c2nnc(-c3cccc(O)c3)nn2)c1,-0.2,-46,4,13,0.4,2,-0.8,-7,.
COc1ccccc1Nc1nc(N2CCCC2)nc(N2CCOCC2)n1,0.1,-8,7,-13,2.9,0,-4.3,-6,-0.5
CCN(CC)CCCC(C)Nc1nccc2c(Cl)cccc12 (configuration not stated),-0.3,2,-20,15,1.1,21,-1.4,-31,.
O=c1[nH]c(CN2CCN(c3ncccn3)CC2)nc2c(Br)cc(Br)cc12,-0.8,2,-1,2,0.3,0,-0.3,-8,0.7
CC1CCCCN1C(=O)COC(=O)C1CCN(S(=O)(=O)c2c(Cl)cccc2Cl)CC1 (configuration not stated),0.0,0,-5,-1,-0.8,3,1.1,-9,-1.8

# Part of the list above, as tab-separated lines.
structure	BoNT-A LC inh2	PrPC TRFRET	BoNT-F LC inh	GDH-TPI inh	BioA inh	Mtb FBA inh	FadD28 FP inh	CCHFV vOTU inh	Mtb UGM inh
CC(C)CC(=O)Nc1ccc(Oc2ccc3c(c2)C(=O)NC3=O)cc1	.	-9	.	-3	-1.7	2	-0.2	1	0.8
CCc1ccc(NC(=O)CCCn2nc(CC)n3c(cc4occc43)c2=O)cc1	-5.3	8	-5	0	5.3	2	-1.4	-4	0.7
O=C(O)C1CCN(S(=O)(=O)c2ccc3[nH]ccc3c2)CC1	-0.3	1	-4	-3	1.0	2	1.8	5	.
CN(CC(=O)Nc1ccccc1Sc1ccccc1)C1CCCCC1	0.3	2	-1	4	.	4	-2.8	0	1.8
COC(=O)CN(c1nc(C)cc(OC)n1)S(=O)(=O)c1ccc(C)cc1	-0.1	7	-1	1	0.4	23	-2.7	0	-0.9

# Fetched by compound from above:
SMILES,BoNT-A LC inh2,PrPC TRFRET,BoNT-F LC inh,GDH-TPI inh,BioA inh,Mtb FBA inh,FadD28 FP inh,CCHFV vOTU inh,Mtb UGM inh
COC(=O)CN(c1nc(C)cc(OC)n1)S(=O)(=O)c1ccc(C)cc1,-0.1,7,-1,1,0.4,23,-2.7,0,-0.9
COc1ccccc1Nc1nc(N2CCCC2)nc(N2CCOCC2)n1,0.1,-8,7,-13,2.9,0,-4.3,-6,-0.5

# (continued)
SMILES,BoNT-A LC inh2,PrPC TRFRET,BoNT-F LC inh,GDH-TPI inh,BioA inh,Mtb FBA inh,FadD28 FP inh,CCHFV vOTU inh,Mtb UGM inh
COc1ccc(NC(=O)C(c2ccc(C)cc2)N(C)C(=O)CNC(C)=O)cc1 (configuration not stated),0.1,6,1,4,-0.4,0,-2.9,11,1.8
CC(=O)c1c(C)oc2ccc(NS(=O)(=O)c3ccc(O)c(C(=O)O)c3)cc12,0.3,-1,2,3,-1.9,1,-4.2,-2,0.2
O=C(CSc1nnc(-c2ccncc2)o1)Oc1ccccc1,2.0,-6,10,-3,-0.2,1,-1.5,-10,-2.0
CC(C)(O)C#Cc1ccc(C(=O)NCc2ccccc2F)cc1,0.1,-6,-1,6,.,-1,-0.9,13,-2.5
CC1CCN(CC(O)COc2cccc(F)c2)CC1 (configuration not stated),0.4,-1,0,-3,1.2,-1,-0.2,3,-0.7
COCCN(C(=O)CSc1nnc(-c2cccc(F)c2)n1N)c1c(N)n(CC(C)C)c(=O)[nH]c1=O,0.8,-2,-1,0,-1.4,4,-0.7,9,-1.3
O=C(CN1C(=O)COCC1=O)N1CCOCC1,1.2,7,7,0,0.3,1,-0.7,11,-0.7
COc1ccccc1C(=O)Nc1ccc(N2CCN(C(C)=O)CC2)cc1,0.0,-5,-2,8,.,0,-1.7,-16,-1.3
Cc1ccc(NC(=O)c2ccc(OCC3CCCO3)cc2)nc1 (configuration not stated),?,-1,1,1,-0.9,2,-3.5,-3,-0.4
COC(=O)CSC1=C(C#N)C(c2ccc3c(c2)OCO3)C2=C(CCCC2=O)N1 (configuration not stated),0.1,.,13,16,23,-1,0.4,.,0.0
O=C(OCCN1CCOCC1)c1ccc(Cl)cc1Cl,-0.7,5,?,-14,0.8,3,-2.4,-2,3.2
COc1cccc(OC)c1NC(=O)CN(C)S(=O)(=O)c1ccc2c(c1)OCCO2,-4.6,5,-5,-3,-0.4,2,-3.0,-3,-1.1

# 2 of these compounds, set out differently:
smiles	BoNT-A LC inh2	PrPC TRFRET	BoNT-F LC inh	GDH-TPI inh	BioA inh	Mtb FBA inh	FadD28 FP inh	CCHFV vOTU inh	Mtb UGM inh
CC(C)(O)C#Cc1ccc(C(=O)NCc2ccccc2F)cc1	0.1	-6	-1	6	.	-1	-0.9	13	-2.5
CC1CCN(CC(O)COc2cccc(F)c2)CC1 (configuration not stated)	0.4	-1	0	-3	1.2	-1	-0.2	3	-0.7

# (listing goes on)
SMILES,BoNT-A LC inh2,PrPC TRFRET,BoNT-F LC inh,GDH-TPI inh,BioA inh,Mtb FBA inh,FadD28 FP inh,CCHFV vOTU inh,Mtb UGM inh
COc1cccc2c1OCC(C(=O)NCc1ccc(Cl)cc1Cl)=C2,-1.7,-3,-10,3,-1.8,1,-6.1,5,-0.6
Cc1onc(-c2c(F)cccc2Cl)c1C(=O)Nc1cccc(S(=O)(=O)N2CCOCC2)c1,-0.1,13,-5,3,-0.8,-1,-2.8,-16,2.9
COC(=O)c1ccccc1NC(=O)CSc1n[nH]c(-c2cccnc2)n1,-1.1,8,3,-4,.,2,-2.5,-1,1.3
O=C(O)c1ccc(N=C2SCC(=O)N2Cc2ccccc2)cc1,-0.4,1,1,-1,.,-2,?,4,3.6
CCOc1ccccc1C1C2CCCCC2(O)CCN1C(=O)c1cccs1 (configuration not stated),-0.1,3,-5,-8,.,3,-4.7,6,-3.2
Cc1cc(Nc2c(C#N)c(N)nn2C)ccc1F,0.2,1,-3,-1,15,0,0.9,-7,-0.5
CCCCNC(=S)N(C)/N=C/c1ccc(F)cc1,0.6,4,-5,23,.,-2,-1.4,11,-0.3
C=CCSc1nnc(-c2cccc3ccccc23)o1,-0.1,-5,10,14,-1.9,2,-0.3,0,.
CC(=O)Nc1ccc(S(=O)(=O)NNC2=NS(=O)(=O)c3ccccc32)cc1,-0.3,8,2,14,-1.8,-1,-2.0,8,-3.0
CC(=O)NCC(=O)OC(C)C(=O)Nc1ccc(C(C)=O)cc1 (configuration not stated),0.9,-5,16,6,1.1,1,-1.2,38*,2.9
CCn1c(C)nc2cc(-c3nnc(-c4c(-c5ccccc5)noc4C)o3)ccc21,0.1,17,0,3,-1.3,3,-11,0,-0.7
CCCOC(=O)c1c(-c2ccc(OC)cc2)oc2ccc(-c3ccc(OC)nc3)cc12,0.0,-7,-6,5,-1.8,4,-0.7,13,2.6
O=c1c(-c2ccc(O)cc2)coc2c(C3O[C@H](CO)[C@@H](O)[C@H](O)[C@H]3O)c(O)ccc12 (some centres not stated),2.7,3,-14,12,-0.8,11,1.1,-8,-2.6
Cc1ccccc1COc1ccc(-c2nn[nH]n2)cc1,-6.0,-1,-3,11,1.8,0,-4.4,11,-1.2
Clc1cccc(Cc2c(-c3ccccc3)nc3ccc(Cl)cn23)c1,0.7,3,-19,.,0.1,0,-6.6,12,.
CCN(CC)S(=O)(=O)c1cc(NC(=O)CSc2nc3c(cc2C#N)C(=O)CC(C)(C)C3)ccc1C,1.4,-3,3,5,-0.3,2,0.2,-10,0.7
Cc1oc(-c2ccccc2)nc1CSc1nc2c(c(=O)[nH]1)CCC2,-0.9,-2,-11,0,-0.9,0,-0.4,-1,-1.9
Cc1ccccc1NC(=O)Cc1nc(CSc2nnc(-c3ccc4c(c3)OCO4)o2)cs1,0.5,-2,-3,2,.,-1,-2.5,4,-0.2
O=c1[nH]c(Sc2ccc([N+](=O)[O-])cc2[N+](=O)[O-])nc2ccccc12,-4.5,-36,7,12,8.4,1,-1.0,4,0.8
CC(C)CCN(CCC(C)C)C(CO)(CO)CO,1.2,-7,6,5,.,2,-0.6,3,1.6
Nc1cc(-c2ccc(Cl)cc2)nn1S(=O)(=O)c1ccccc1,0.0,0,0,10,0.4,7,0.1,2,0.6
CC(=O)c1ccc(NC(=O)CSc2nc3ccccc3c(=O)n2CCCN2CCOCC2)cc1,1.7,-8,5,14,0.0,0,-1.7,11,-4.1
COc1ccc(C)cc1C(=O)CCC(=O)NCCc1ccc(S(N)(=O)=O)cc1,-2.3,13,14,2,1.3,1,0.2,1,1.0
CN(C(=O)c1cccnc1)c1nnc(-c2cnccn2)s1,-0.2,-16,8,11,1.9,1,0.1,12,-2.7
C=Cc1ccc(Cn2nc(-c3ccc(C)cc3)ccc2=O)cc1,1.8,6,11,-2,0.9,-1,-1.6,5,1.1
O=c1c2ccccc2nnn1CSc1nc2ccccc2c(=O)n1CCCO,-1.3,-13,-3,13,-1.5,-1,-1.7,6,-1.1
CCn1cc(CNC(=O)C2CCC(=O)N(Cc3ccc(Cl)cc3)C2)cn1 (configuration not stated),.,0,.,2,-1.4,-2,0.2,11,0.3
O=C(Cc1ccc(Br)cc1)OCC(=O)N1CCOCC1,-0.8,-3,-7,10,0.3,-4,-1.8,-4,4.6
COCCn1c(CN(Cc2ccccc2)Cc2ccccc2)nc2c1c(=O)n(C)c(=O)n2C,-0.1,.,1,-3,1.8,-2,-2.5,.,-1.3
COc1cc2nc(CSc3nc(-c4ccc(F)cc4)cs3)[nH]c(=O)c2cc1OC,0.4,5,-1,6,-5.4,-5,-1.1,13,1.6
O=C(CCCN1C(=O)/C(=C\c2cccs2)SC1=S)Nc1cccnc1,1.8,-2,-1,-3,-1.5,-4,-1.7,-7,-1.2
COc1ccc(N2CCN(C(=O)c3ccc(Cn4c(=S)[nH]c5ccc(N6CCOCC6)cc5c4=O)cc3)CC2)cc1,0.3,0,-4,2,0.0,6,1.1,-3,-1.7
COc1ccc(/C=C2\SC(=S)N(CCC(=O)NC3CCCC3)C2=O)cc1OC,1.4,-2,8,0,0.0,-1,-4.0,-2,1.4
Cc1ccc(C)c(Cn2c(C(=O)OC(C)C)cc3c2ccn3C)c1,-0.4,2,-3,2,-0.1,13,-1.9,-7,-0.7
CCc1nc2sc3c(c2c(=O)n1CCO)CCC3,-2.0,6,10,5,0.5,1,-1.4,0,1.8
CC(C)(C)OC(=O)C[C@H]1C/C=C\C[C@@H](CC(=O)N(CCO)Cc2ccccc2)C(=O)N[C@H](C(C)(C)C)COC1=O,-0.7,-5,1,9,2.0,6,-4.0,-1,-1.0
C=CCn1c(-c2cccnc2)n[nH]c1=S,-0.2,-2,-2,-1,-0.8,-2,-0.2,2,1.5
CCc1ccc(/C=C(/C#N)C(N)=S)s1,-0.2,0,-3,4,-1.8,4,-0.3,-8,2.8
COc1cccc(NC(=O)Cc2c(O)c3ccccc3[nH]c2=O)c1,0.3,7,-10,16,-1.0,6,0.3,20,1.0
COc1ccc(OCCCC(=O)NCCc2ccccc2)cc1,0.2,10,-9,1,0.3,1,0.7,-1,0.9
CCc1cccc(NC(=O)COC(=O)c2c(C)nn(-c3ccccc3)c2C)c1,0.0,10,-9,-10,-0.1,-2,-1.4,7,.
O=C(NCC(=O)N1CCOCC1)c1ccc(Br)o1,-7.9,-6,-18,18,-0.8,4,-0.5,26,3.2
